MITF TRPM1 HTS: MITF TRPM1 promoter activation in melanoma cells; SK-MEL-5 TRPM1-promoter luciferase, 24 h; % of positive control, neutral wells = 0; activation, % at 12.5 µM; 300,000 tested, 0.75% active;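 active means mean activation of at least 80% with every replicate also reaching 80%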;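 further: 0% = neutral control wells and 100% = parthenolide positive control wells; values of inactives mirror those of a sister screen read the other way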
SR-BI HDL uptake: inhibitors of mouse SR-BI mediated HDL lipid uptake; 320,000 tested, 0.96% active; AID 488896; ldlA[mSR-BI] CHO cells, DiI-HDL uptake fluorescence, 3 h; Q61009; inhibition, % at 12.5 µM;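 active means mean replicate inhibition of at least 70% and a set share of replicates each scoring 70 or more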;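 further: 0% = median of neutral control wells and 100% = median of positive control wells; values of inactives mirror those of a sister screen read the other way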
Target sequence (Q61009 whole entry, looked up): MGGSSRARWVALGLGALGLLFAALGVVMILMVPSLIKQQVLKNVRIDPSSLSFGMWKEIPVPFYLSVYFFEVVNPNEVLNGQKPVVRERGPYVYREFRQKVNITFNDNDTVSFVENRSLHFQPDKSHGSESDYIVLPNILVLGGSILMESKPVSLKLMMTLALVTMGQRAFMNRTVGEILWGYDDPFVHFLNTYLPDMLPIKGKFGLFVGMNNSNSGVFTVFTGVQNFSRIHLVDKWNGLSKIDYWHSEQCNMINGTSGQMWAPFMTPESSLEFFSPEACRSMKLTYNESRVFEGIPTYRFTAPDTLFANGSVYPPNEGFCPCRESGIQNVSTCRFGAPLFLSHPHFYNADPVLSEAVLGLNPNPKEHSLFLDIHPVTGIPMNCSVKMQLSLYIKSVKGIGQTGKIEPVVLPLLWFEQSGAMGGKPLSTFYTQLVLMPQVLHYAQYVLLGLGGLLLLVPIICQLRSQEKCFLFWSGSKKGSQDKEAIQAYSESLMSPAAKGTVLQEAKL
HTR5A ag: activates human HTR5A in OPRM1-OPRD1 agonist counter-screen; activation, % at 9.3 µM; 340,000 tested, 0.61% active; HTR5A agonist assay, luminescence, cell-based; P47898; in the data active means activation mostly above about 9.5%, no sharp cut-off; inactive means mostly below about 7.6%;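 further: 0% = cells with vehicle only and 100% = reference agonist; strong numbers were not always called active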
SR-BI DiI-HDL act: activators of SR-BI mediated HDL lipid uptake | AID 504775 | activation, % at 12.5 µM | CHO ldlA[mSR-BI] cells, DiI-HDL uptake fluorescence, 3 h; 100 = double the neutral-control signal | 320,000 tested, 0.096% active;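 active means mean replicate activation of at least 60% and every replicate at or above 60%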;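 further: 0% = median plate neutral-control signal and 100% = twice that signal; values of inactives mirror those of a sister screen read the other way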
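Material: SR-BI-overexpressing, LDLR-lacking CHO cells; schedule: compound exposure 3 h, 37 °C; reagent: DiI-labelled HDL at 10 µg/mL final; technique: bottom-read fluorescence, 550/595 nm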
RTF Ca sens act: cardiac RTF calcium sensitization | 340,000 tested, 0.24% active | activation, % at 7.2 µM | IANBD-labeled TnC RTF fluorescence at EC20 calcium; 0% EC20 calcium, 100% full calcium | P19429+P45379;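 active means activation above the mean over all tested compounds plus 3 SD, cut at about 30% in these data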;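 further: rise in fluorescence read as greater calcium sensitivity of cardiac thin filaments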
dFosB activator: mouse delta FosB homodimer activation | AID 493131 | P13346 | 340,000 tested, 0.99% active | activation, % at 25 µM | purified delta FosB, TAMRA-CDK5 oligo fluorescence polarization; percent of positive-control signal above neutral wells;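 active means mean activation above about 17%, with every replicate also reaching it, limit read from the data, passing the limit was not always enough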;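 further: fluorescence polarization rise as delta FosB binds a TAMRA Cdk5 AP-1 oligo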
Target sequence (P13346 whole entry, looked up): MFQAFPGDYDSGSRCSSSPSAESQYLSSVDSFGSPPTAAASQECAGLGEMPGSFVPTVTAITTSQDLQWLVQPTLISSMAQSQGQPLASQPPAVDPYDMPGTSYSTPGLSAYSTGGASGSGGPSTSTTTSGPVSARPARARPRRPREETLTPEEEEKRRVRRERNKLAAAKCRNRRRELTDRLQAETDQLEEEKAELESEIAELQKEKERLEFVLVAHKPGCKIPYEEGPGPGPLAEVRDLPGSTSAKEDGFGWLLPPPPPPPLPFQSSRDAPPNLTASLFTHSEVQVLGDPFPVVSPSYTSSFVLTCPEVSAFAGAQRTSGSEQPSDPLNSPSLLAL
CDK5 inh: inhibitors of human CDK5/p35 kinase; Recombinant CDK5/p35, ADP-Glo luminescence, 60 min; inhibition, % at 10 µM; 330,000 tested, 0.01% active;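 active means highest replicate inhibition of at least 50% and at least 75% of replicates reaching 50%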;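 further: plate controls were DMSO neutral control for no effect and GW8510 at 10 µM for full effect; many of its hits are not listed in these tables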
PvdQ inh: blocks Pseudomonas aeruginosa PvdQ acylase activity. purified PvdQ acylase, fluorescence plate reader. inhibition, % at 10 µM. 340,000 tested, 0.063% active; in the data active means inhibition above about 30%, passing the limit was not always enough;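 further: 0% = vehicle neutral wells and 100% = reference inhibitor wells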
Wnt bcat act: Wnt/beta-catenin pathway activation; Wnt/beta-catenin reporter cell assay, activator, plate reader; activation, % at 9.35 µM; 300,000 tested, 1.2% active; in the data active means activation above about 30%, passing the limit was not always enough;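 further: 0% = neutral control wells and 100% = positive control wells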
Rtt109 Vps75: blocks Candida albicans Rtt109/Vps75 acetyltransferase activity; purified Rtt109/Vps75, ThioGlo CoA-SH fluorescence, 4 h; inhibition, % at 34.9 µM; 330,000 tested, 0.16% active; Q5AAJ8;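 active means inhibition of at least 50% in every replicate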
Active calls of the source: *; . = no result given.

SMILES	MITF TRPM1 HTS	SR-BI HDL uptake	HTR5A ag	SR-BI DiI-HDL act	RTF Ca sens act	dFosB activator	CDK5 inh	PvdQ inh	Wnt bcat act	Rtt109 Vps75
Cc1cccc(NC(=O)C(Cc2ccccc2)n2cccc2)c1 (stereo not given)	-11	.	-2	.	-5	-13	-0.6	1	-1	2
N#Cc1cc2cc3c(cc2nc1N1CCCCC1)OCCO3	102*	5	-3	-5	11	-1	-1.0	-14	32*	-32
Cc1ccnc(NC(=O)c2ccc(OCC3CCCO3)cc2)c1 (stereo not given)	-23	19	2	-19	-4	-1	4.5	-8	35*	-2
O=C1NC(=S)N/C1=C\c1ccc(Oc2ccc(C(F)(F)F)cc2[N+](=O)[O-])c(Cl)c1	10	-14	-3	14	12	-6	1.0	-12	0	3
CSCC[C@H](NC(=O)c1ccc(OCC2CCCO2)cc1)c1nc2ccccc2[nH]1 (stereo not given in full)	-3	-5	0	5	-13	-12	-0.8	-4	-6	-2
Clc1ccc(Cc2noc(CN3CCN(c4ccccc4)CC3)n2)c(Cl)c1	-7	2	6	-2	13	-3	0.5	-17	-1	-3
CC(C)(C)OC(=O)N(Cc1ccccc1)Cc1ccccc1OCc1ccc(NC(=O)C2CCC2)cc1	7	58	-3	-58	-2	-6	-0.6	-17	-2	2
CC(C)c1ccc(S(=O)(=O)N2CCN(C(C)C(=O)NC3CCCC3)CC2)cc1 (stereo not given)	-5	3	-1	-3	6	-9	0.4	-12	-1	6
C#CCOC(=O)Nc1ccc(=O)n(Cc2c(Cl)cccc2Cl)c1	.	-5	-7	5	-1	-1	-1.0	1	.	-1
COC(=O)c1ccc2c(=O)n(CC3CCCO3)c(SCC(=O)Nc3ccccc3OC)nc2c1 (stereo not given)	.	19	2	-19	0	-10	-5.4	-7	-4	0
O=C(CCN1C(=O)/C(=C/c2cccc(Br)c2)SC1=S)Nc1cccnc1	6	28	1	-28	2	-7	0.9	-2	-5	-1
COC(=O)c1nc2ccc(C)cn2c1F	60	-19	5	19	5	-3	0.0	2	5	4
COc1ccc(CCC(C)NCc2ccc(F)cc2)cc1 (stereo not given)	.	-7	0	7	-2	2	-0.5	-6	0	3
CCOC(=O)c1csc(-n2nc(C)cc2C(F)(F)F)n1	6	1	7	-1	7	-9	-1.8	-14	0	-4
O=C(COc1ncnc2sccc12)NC1CCCCC1	1	1	4	-1	3	-3	0.3	-1	5	0
Cc1ccc(CN2CCN(/N=C/c3ccc(C(=O)O)cc3)CC2)c(C)c1	11	-20	0	20	-2	3	-0.3	-6	6	6
CCOc1cccc(C2C(C(=O)c3cccs3)=C(O)C(=O)N2Cc2cccnc2)c1 (stereo not given)	-5	6	0	-6	4	-7	-0.8	10	0	14
COc1nc(-c2ccccc2)ccc1-c1noc(-c2cccs2)n1	31	-29	19*	.	6	12	-1.0	-5	.	-7
COc1cc(CSc2nc(-c3ccccc3)cc(=O)[nH]2)cc(OC)c1	0	-18	0	18	1	6	.	-11	.	-8
CC(=O)N1CCn2c3c(c4cc(C)ccc42)CCCC31 (stereo not given)	15	25	2	-8	0	1	-1.5	-6	-2	5
CCOC(=O)N1CC(C)N(C(=S)Nc2ccccc2)CC1C (stereo not given)	-11	-16	-3	16	-3	4	0.4	-15	-5	8
CN(Cc1nnc(SCC(=O)NCCc2ccccc2)n1C)S(=O)(=O)c1ccccc1	-2	4	-1	-4	2	3	1.6	-12	.	8
Cc1cc(OCC(=O)Nc2ccc(CN3CCOCC3)cc2)c2c(C)cc(=O)oc2c1	24	17	2	-17	-4	-22	1.4	0	-1	10
Cc1ccc(OCC(=O)NCCN2CCOCC2)cc1C	9	9	-4	-9	-1	1	-1.2	-4	.	-17

Another view of 2 compounds above:
SMILES,MITF TRPM1 HTS,SR-BI HDL uptake,HTR5A ag,SR-BI DiI-HDL act,RTF Ca sens act,dFosB activator,CDK5 inh,PvdQ inh,Wnt bcat act,Rtt109 Vps75
Cc1ccc(CN2CCN(/N=C/c3ccc(C(=O)O)cc3)CC2)c(C)c1,11,-20,0,20,-2,3,-0.3,-6,6,6
Cc1cc(OCC(=O)Nc2ccc(CN3CCOCC3)cc2)c2c(C)cc(=O)oc2c1,24,17,2,-17,-4,-22,1.4,0,-1,10

Going on with the list:
SMILES	MITF TRPM1 HTS	SR-BI HDL uptake	HTR5A ag	SR-BI DiI-HDL act	RTF Ca sens act	dFosB activator	CDK5 inh	PvdQ inh	Wnt bcat act	Rtt109 Vps75
C/C(=N\NC(=O)c1nnn(-c2nonc2N)c1C)c1ccc(-c2ccccc2)cc1	17	2	5	-2	-5	-2	1.6	-8	-2	-1
CCC(Cc1ccccc1)NC(=O)C1CCCCC1 (stereo not given)	.	-25	1	25	-5	-3	-0.3	14	1	-5
COc1ccc(C2C(C(=O)NCCN3CCOCC3)c3ccccc3C(=O)N2C)cc1OC (stereo not given)	3	-16	7	16	1	-4	0.0	3	-9	7
C/C(=N\NC(=O)c1cc(C)[nH]n1)c1cccs1	19	-21	1	21	-3	0	0.8	-2	35*	2
Cn1cc(SCC(=O)NCc2ccc(F)cc2)c2ccccc21	4	12	0	-12	-1	-4	-0.1	-8	-2	-49
Nc1ccccc1-c1ccc([N+](=O)[O-])cc1	8	15	1	-15	0	3	0.7	20	-3	1
Cc1cccnc1NC(=O)CCCc1c[nH]c2ccccc12	11	-25	0	25	1	2	0.7	-8	2	4
COc1ccc(C(=O)NNC(=O)c2ccc(C)cc2)cc1S(=O)(=O)N1CCCC1	2	17	4	-17	6	3	0.3	-8	-1	5
COc1ccc(NC(=O)COc2coc(CN3c4ccccc4CC3C)cc2=O)cc1 (stereo not given)	-5	12	4	-12	-6	-4	-0.7	-2	0	1
S=C(NCc1ccncc1)Nc1ccc(Cl)c(Cl)c1	3	-1	2	1	0	-5	-2.2	-16	.	8
Cc1nn(C)c(C)c1S(=O)(=O)N(CC(=O)Nc1nccs1)c1ccc(C(C)C)cc1	-18	-8	5	8	-3	-8	1.3	-10	1	-9
COc1ccc(/C=C2\OC(=O)c3c(OC)cccc32)cc1OC	125*	63	-2	-63	6	-4	1.1	-5	.	-14
Cc1nc(CCN2C(=O)c3ccccc3C2=O)n[nH]1	.	-15	1	15	12	-1	0.4	-14	-2	-21
O=c1[nH]c(N2CCCCCC2)nc2ncn(Cc3ccccc3)c12	-8	-20	3	20	3	-3	0.6	3	0	9
O=C(N/N=C/c1ccco1)c1ccc(NC(=O)C2CCCCC2)cc1	6	26	6	-26	14	6	-2.6	-12	-1	5
Cc1ccc(-n2c(C)nc3ccsc3c2=O)cc1	1	-5	4	5	-9	-3	0.3	3	1	3
Cc1nccn1CCCNC(=O)c1nc(Cn2cc([N+](=O)[O-])cn2)no1	5	-8	3	8	-7	-2	-0.4	-1	-2	7
COC(=O)c1ccccc1S(=O)(=O)N1CCC(C(=O)OCC(=O)c2ccccc2OC)CC1	2	12	3	-12	-5	-11	2.3	4	-2	10
O=S(=O)(Cc1ccccc1)Nc1ccc(F)cc1	2	-13	2	13	3	-3	1.4	-13	1	-2
COc1ccc(C(CNC(=O)c2ccc(NS(=O)(=O)c3ccc(F)cc3)cc2)N2CCOCC2)cc1 (stereo not given)	4	-9	-5	9	0	-9	-0.9	0	0	-3
CN(C)N1C(N)=C(C#N)C(c2ccc(Br)cc2)C2=C1CCCC2=O (stereo not given)	-3	2	0	-2	-3	-5	0.2	-8	-1	4
CCOc1ccc(NC(=O)c2ccccn2)cc1	-61	-9	-3	9	-1	0	6.6	37*	-2	-11
CSCCC(C(=O)NCc1cccs1)N1C(=O)c2ccccc2C1=O (stereo not given)	-2	.	8	.	5	-20	0.2	-5	.	-4
COc1ccc(CCNC(=O)COC(=O)c2cncc(Br)c2)cc1OC	0	-10	-2	10	0	-2	-1.5	-11	-3	-7

Single entries from the entries so far.
O=c1[nH]c(N2CCCCCC2)nc2ncn(Cc3ccccc3)c12 – SR-BI DiI-HDL act = 20
O=S(=O)(Cc1ccccc1)Nc1ccc(F)cc1 – Wnt bcat act = 1

The listing continues.
SMILES	MITF TRPM1 HTS	SR-BI HDL uptake	HTR5A ag	SR-BI DiI-HDL act	RTF Ca sens act	dFosB activator	CDK5 inh	PvdQ inh	Wnt bcat act	Rtt109 Vps75
Cc1ccc2c(C(=O)CN3CCC4(CC3)OCCO4)c(C)[nH]c2c1	-10	20	2	-20	5	1	-0.1	-6	.	3
COCCN1Cc2cccc(C(=O)Nc3ccccc3OC)c2C1=O	7	-9	-3	9	-6	-4	1.3	-4	0	3
Cc1c(C(=O)N2CCCC2)sc(NC(=O)c2cccs2)c1C#N	1	-5	10	5	-2	-5	-0.8	-8	.	8
Cc1nn(-c2ccccc2)c(C)c1NC(=O)COC(=O)c1ccc(O)cc1O	9	0	2	0	-6	-5	0.5	0	-2	3
CN(CCc1ccccc1)C(=O)c1cccc(NC(=O)Cc2cccc(NC(=O)C3CCN(C(=O)C4CC4)CC3)c2)c1	-4	7	0	-7	-1	3	2.1	4	-2	0
COc1ccc(CNC(=O)CN(C(=O)c2csnn2)c2cccc(F)c2)cc1	-5	-6	-1	6	-6	1	-0.1	-10	2	9
COc1ccc(-n2nnc3c(=O)n(Cc4ccccc4C)cnc32)cc1	0	-27	0	27	-1	2	0.0	-4	-2	-22
Cc1ccccc1NC(=O)CC1C(=O)NCCN1C(=O)c1cccc(Cl)c1 (stereo not given)	-6	-35	2	35	-8	-9	-1.6	3	0	-2
O=C(CSc1nnc(CN2CCOCC2)n1-c1ccc(Cl)cc1)N1CCc2ccccc21	12	-6	3	6	0	-11	0.5	-1	.	-2
COc1ccc(N2CCN(C(=O)CSc3nc4ccccc4c(=O)[nH]3)CC2)cc1	5	.	7	.	-7	-2	-1.4	-8	-3	8
Cc1cccc(Cn2cc3c(=O)n(Cc4cccc(F)c4)nc-3c3ccccc32)c1	-1	-9	1	9	1	-9	0.4	-16	0	2
COc1ccccc1-c1nnc(SCC(=O)O)n1-c1ccccc1	-1	-23	0	23	5	-10	1.7	-5	4	2
CC1CCCC(NC(=O)c2ccc(F)c(S(=O)(=O)N3CCOCC3)c2)C1C (stereo not given)	-4	13	3	-13	-2	-6	0.8	-8	-1	-4
O=[N+]([O-])c1cc(-c2n(-c3ccccn3)c3ccccc3[n+]2-c2ccccn2)ccc1Cl	0	7	5	-7	-6	-8	1.8	-1	0	-1
COc1cc(/C=C/C(=O)OCC(=O)N2CCCC2)ccc1OCC#N	-5	-4	7	4	2	-2	1.4	-12	1	-3
CCc1ccc(OCCNC(=O)c2ccco2)cc1	29	-2	5	2	-1	-10	1.3	-7	6	-11
CCCCCCN1C2=NCCN2c2ccccc21	.	-18	-2	18	-3	3	1.5	-8	0	4
Cn1c(=O)c2c(ncn2CC(=O)Nc2ccccc2N2CCOCC2)n(C)c1=O	.	-32	.	32	5	-3	0.2	0	.	-14
O=C(COC(=O)c1cccs1)NC1CCCCC1	.	-6	3	6	6	-4	-0.5	-15	8	-5
NC(=O)NC1CCCc2c1[nH]c1ccc(Cl)cc21 (stereo not given)	.	-5	3	5	3	-4	-0.2	0	-2	-2
